Calpain2 inh = inhibitors of pig calpain II, primary screen, biochemical, fluorogenic peptide substrate, 1536-well; purified calpain II, 30 min; inhibition, % at 16 µM; 220,000 compounds, 0.37% hits;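 active = inhibition above about 50%, limit read from the data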
Rad51 HR inh = human RAD51 strand exchange inhibitors, primary screen, biochemical, fluorescence. 200,000 compounds, 0.085% hits. inhibition, % at 10 µM. hRad51 DNA strand exchange, fluorescence dequenching;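 active = inhibition above 40% at the single screening dose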;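 note: 0% = DMSO control wells and 100% = blanks with heterologous ssDNA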
Target sequence (Q06609 whole entry, looked up): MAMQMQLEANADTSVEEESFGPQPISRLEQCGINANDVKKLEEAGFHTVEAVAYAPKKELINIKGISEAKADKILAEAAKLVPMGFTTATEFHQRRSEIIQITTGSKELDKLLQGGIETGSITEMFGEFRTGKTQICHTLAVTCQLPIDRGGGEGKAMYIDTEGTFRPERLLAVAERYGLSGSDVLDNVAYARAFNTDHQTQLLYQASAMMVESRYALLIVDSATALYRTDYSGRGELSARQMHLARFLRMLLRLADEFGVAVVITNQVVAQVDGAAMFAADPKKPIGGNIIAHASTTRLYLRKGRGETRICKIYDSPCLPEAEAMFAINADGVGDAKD
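Material: Human Rad51 nucleoprotein filaments preassembled on unlabelled ssDNA | Also added: Labelled 47-mer dsDNA for strand exchange | Dosing: Single dose, 10 µM final compound | Schedule: 30-min compound preincubation and 15-min exchange, both room temperature | Technique: Fluorescence dequenching at 485/520 nm | Measure: Percent inhibition relative to plate controls and blanks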
EP2 antag = human EP2 receptor antagonists, primary screen, TR-FRET cAMP, C6 glioma cells; inhibition, % at 25 µM; Prostaglandin E2 receptor EP2 subtype (Homo sapiens), P43116; 260,000 compounds, 0.52% hits; C6 glioma cells expressing human EP2; cells stimulated with saturating PGE2;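 active = percent inhibition above 40 after rounding to a whole number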;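 note: rat C6 glioma host cells with rolipram phosphodiesterase inhibitor present; the protocol text gives 20 µM as final concentration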
Target sequence (P43116 whole entry, looked up): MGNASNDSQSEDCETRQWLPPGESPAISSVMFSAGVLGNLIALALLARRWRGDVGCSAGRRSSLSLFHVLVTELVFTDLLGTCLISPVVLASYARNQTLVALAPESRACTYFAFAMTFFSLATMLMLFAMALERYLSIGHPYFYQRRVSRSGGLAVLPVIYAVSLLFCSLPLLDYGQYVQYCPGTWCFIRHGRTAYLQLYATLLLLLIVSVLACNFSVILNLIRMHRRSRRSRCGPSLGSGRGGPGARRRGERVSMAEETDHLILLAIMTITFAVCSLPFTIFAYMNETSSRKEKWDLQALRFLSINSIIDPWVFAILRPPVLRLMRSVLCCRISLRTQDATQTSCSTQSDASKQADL
eIF4E-4G inh = eIF4E–eIF4G protein interaction inhibitors, primary screen, biochemical, uHTS, TR-FRET, eIF4GI fragment. Eukaryotic translation initiation factor 4E (Mus musculus) + Eukaryotic translation …. TR-FRET eIF4E-eIF4GI(517-606) binding, 2 h. 220,000 compounds, 0.37% hits. inhibition, % at 21.7 µM;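 active = inhibition above about 30%, limit read from the data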;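 note: 0% = full FRET control wells and 100% = background wells lacking eIF4GI fragment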
zVAD death inh = inhibitors of zVAD-triggered necroptosis, primary screen, L929 cells | L929 zVAD necroptosis rescue, ATP luminescence, 24 h; with zVAD 60 µM | viability rescue, % at 10 µM | 220,000 compounds, 0.38% hits | AID 1377, 2008;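 active = activation, scaled between plate controls, above about 75%, limit read from the data; inactive = activation under that limit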;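 note: 0% = zVAD with DMSO and 100% = DMSO alone without zVAD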
Tb hexokinase = Trypanosoma brucei hexokinase 1 inhibitors, primary screen, biochemical, G6PDH-coupled NADH absorbance, MLSCN library; recombinant TbHK1, G6PDH-coupled NADH A340; inhibition, % at 10 µM; 220,000 compounds, 0.11% hits; AID 1430, 2008;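 active = inhibition of 50% or more in the single-dose primary screen; inactive = inhibition below 50%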
Hck-Nef inh = inhibitors of Nef-activated human Hck kinase, primary screen, biochemical, Z-Lyte FRET, 384-well, Hck-YEEI | Tyrosine-protein kinase HCK (Homo sapiens), P08631 | Recombinant Hck-YEEI plus Nef, Z-Lyte FRET kinase assay | inhibition, % at 20 µM | 220,000 compounds, 0.68% hits;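 active = Hck-Nef kinase inhibition above about 50%, limit read from the data; inactive = inhibition below that limit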;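 note: 0% = DMSO with Hck plus Nef and 100% = Hck alone without Nef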
14-3-3 Bad inh = inhibitors of 14-3-3 zeta/Bad binding, primary screen, biochemical, TR-FRET, bovine 14-3-3 zeta; 14-3-3 protein zeta/delta (Bos taurus), P63103; TR-FRET 14-3-3zeta/Dy647-pBad peptide displacement, 1 h; inhibition, % at 21.7 µM; 220,000 compounds, 0.71% hits; AID 781, 2007;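 active = inhibition above about 70%, limit read from the data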;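 note: 0% = full 14-3-3 plus peptide FRET controls and 100% = background without 14-3-3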
Target sequence (P63103 whole entry, looked up): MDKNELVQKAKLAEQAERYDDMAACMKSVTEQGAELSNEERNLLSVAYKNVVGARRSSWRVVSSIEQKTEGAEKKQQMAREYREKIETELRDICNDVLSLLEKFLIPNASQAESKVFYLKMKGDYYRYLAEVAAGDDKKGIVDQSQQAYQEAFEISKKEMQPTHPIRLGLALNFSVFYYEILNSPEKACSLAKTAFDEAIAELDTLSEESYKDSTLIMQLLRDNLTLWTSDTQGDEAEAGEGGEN
EP2 mod = EP2 receptor modulators, cAMP readout, primary screen, cell-based, HTRF cAMP, PGE2 stimulation. Prostaglandin E2 receptor EP2 subtype (Homo sapiens), P43116. EP2-expressing cells, cAMP HTRF FRET, PGE2 co-stimulation. induction, % at 25 µM. 260,000 compounds, 0.83% hits. AID 940, 2007;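 active = compounds whose cAMP rise, as percent of the full-agonist control response, exceeds 60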;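 note: rat C6 glioma line stably carrying human EP2 under a CMV promoter; the protocol text gives 20 µM as final concentration; 100% = response of wells given 1 µM PGE2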
* marks the source's active call; other numbers are inactive results; / = not tested or not shown; & = joins results of further samples; [ ] = dose if it differs, or a comment. An excerpt; the hit share may differ from the screen's.

Molecule | Calpain2 inh | Rad51 HR inh | EP2 antag | eIF4E-4G inh | zVAD death inh | Tb hexokinase | Hck-Nef inh | 14-3-3 Bad inh | EP2 mod
COc1ccc(-c2nnn(Cc3nn[nH]n3)n2)cc1OC | -41 | 2 | 8 | 3[fluorescence artefact?] | 0.1 | 1 | 2 | 31[fluorescence artefact?] | 30
CC1CCCCC1NC(=O)CSCC(=O)O (stereo not given) | -7 | 4 | 8 | 0 | 0.6 | 31 | 0 | -16[fluorescence artefact?] | 14
c1ccc2c(c1)COC(CNC1CCCCC1)OC2 | -7 | 2 | 5 | 0 | 1.5 | -4 | 16 | -8 | -2
CCOC(=O)c1c(CN(C)C)n(-c2ccccc2)c2cc(Br)c(O)cc12 | 13 | / | 6 | 3 | -1.1 | -9 | 5 | -4 | 44
CCN(CC)S(=O)(=O)c1ccc2c(c1)N(CC(=O)NCCc1ccc(S(N)(=O)=O)cc1)C(=O)CO2 | -2 | / | 3 | 2 | -1.1 | 4 | 12 | 7 | 6
O=C(CCn1nc(-c2ccc(Cl)cc2)ccc1=O)NCc1cccnc1 | -11 | -3 | 5 | 4 | 0.3 | -5 | 1 | -9[fluorescence artefact?] | 5
CCOC(=O)c1c(C)nc2c(c1-c1cc(OC)ccc1OC)C(=O)c1ccccc1-2 | 17 | -5 | 9&10 | -5 | 0.5 | -1 | 2 | -6 | 55&47
Cc1nc2cc(N3CCCCC3)c(NC(=O)c3ccncc3)cc2c(=O)n1Cc1ccc(Cl)cc1 | -69 | / | / | -41 | 0.3 | -20 | 67* | 45 | -19
CCC12CN3CCN(CC(C3)/C1=N\NC(=O)Nc1ccccc1)C2 | 21 | / | 2 | -3 | 0.2 | -2 | 2 | -8[fluorescence artefact?] | -7
Cc1cc(C)cc(NC(=O)C2CCCN2/C=C/C(=O)C(F)(F)F)c1 (stereo not given) | -2 | 0 | 4 | 1 | 1.9 | -37 | 0 | -2 | 2
COc1ccccc1N(C)S(=O)(=O)c1ccc(C(=O)OCC(=O)Nc2cc(C)on2)cc1 | 9 | 8 | 7 | 2 | 14 | -5 | 21 | -10 | -13
CCCCC(c1nnnn1CCOC)N1CCN(C(=O)c2ccco2)CC1 (stereo not given) | 14 | -9 | 17 | 3 | -1.6 | -3 | -4 | 18[fluorescence artefact?] | 18
Cc1ccc(-c2nn(-c3ccccc3)cc2/C=N/NC(=O)c2ccc(Br)o2)cc1 | -61 | -9 | 16 | 16 | 6.3 | -21 | -1 | -9[fluorescence artefact?] | -27
CC(C)N1CCC(N2CCN(Cc3ccc(C#CC(C)(C)O)s3)CC2CCO)CC1 (stereo not given) | 8 | / | 4 | 1 | 0.3 | -4 | 4 | -8 | -21
Cc1ccc(C(=O)Nc2nc3ccccc3n3nnnc23)cc1 | -8 | -8 | 5 | 7 | -0.2 | -19 | -1 | 10 | -6
CC1(O)CC(=O)N(c2ccccc2)O1 (stereo not given) | 0 | 7 | 7 | 5 | 1.3 | -3 | 0 | -1 | 8
COCCNC(=O)Cn1c(=O)n(CCC(=O)NCCc2ccccc2)c(=O)c2ccccc21 | -12 | / | 5 | 1 | / | -2 | -12 | -8[fluorescence artefact?] | 32
Cc1ccc(Oc2ncccc2CO)cc1 | -6 | -1 | 6 | -3 | 2.5 | 1 | 26 | -4 | 20
CC(C)c1cc(C(=O)NCc2cccnc2)no1 | 8 | -8 | 7 | 2 | 0.7 | 2 | 0 | 7[fluorescence artefact?] | 8
COc1ccc(C2(O)CCN(Cc3nnnn3Cc3ccc(F)cc3)CC2)cc1 | -29 | 5 | 3 | -3[fluorescence artefact?] | 1.5 | -8 | 0 | -1 | -6
Cc1ccc2c3c(cccc13)-c1ccccc1C2=O | -101 | / | 5 | 3[fluorescence artefact?] | 1.6 | 19 | 6 | -16 | 79*
CC1CN(C2CCN(S(=O)(=O)c3ccccc3)CC2)CC(C)O1 (stereo not given) | -14 | 2 | 2 | 2 | -0.9 | 2 | 0 | 61 | 14
COc1ccccc1CNC(=O)CSc1ccc(-c2ccccn2)nn1 | 16 | -4 | 6 | -6 | 1.1 | 3 | 17 | -10 | -25
COc1ccc(C(CC(=O)O)NC(=O)Cc2ccccc2)cc1OC (stereo not given) | -1 | / | 5 | -4 | / | 4 | 4 | -5 | 21
Cc1c(CN2CCCC(C(=O)c3cccc(OC(C)C)c3)C2)c(=O)n(-c2ccccc2)n1C (stereo not given) | -5 | -5 | 3 | 4 | -1.3 | -5 | 15 | 1 | -34

Structural class, those above with a Cl atom (2)
Molecule | Calpain2 inh | Rad51 HR inh | EP2 antag | eIF4E-4G inh | zVAD death inh | Tb hexokinase | Hck-Nef inh | 14-3-3 Bad inh | EP2 mod
O=C(CCn1nc(-c2ccc(Cl)cc2)ccc1=O)NCc1cccnc1 | -11 | -3 | 5 | 4 | 0.3 | -5 | 1 | -9[fluorescence artefact?] | 5
Cc1nc2cc(N3CCCCC3)c(NC(=O)c3ccncc3)cc2c(=O)n1Cc1ccc(Cl)cc1 | -69 | / | / | -41 | 0.3 | -20 | 67* | 45 | -19

Additional structures:
Molecule | Calpain2 inh | Rad51 HR inh | EP2 antag | eIF4E-4G inh | zVAD death inh | Tb hexokinase | Hck-Nef inh | 14-3-3 Bad inh | EP2 mod
COc1cc2ncnc(NCc3cccc(Cl)c3)c2cc1OC | -1 | 6 | 2 | 3 | 13 | -5 | 65* | -2 | -18
Cc1sc(NC(=O)CCC(=O)O)c(C(N)=O)c1-c1ccccc1 | -9 | / | 14 | -5 | 0.5 | 31 | 5 | -20 | -2
Cc1ccc2c(c1)N(CC(=O)N1CCCc3ccccc31)C(=O)C(C)O2 (stereo not given) | 20 | -1 | 4 | -1[fluorescence artefact?] | 0.2 | 3 | -4 | -4[fluorescence artefact?] | -3
O=C(COc1ccc(F)cc1)NC1CC1 | -41 | 4 | 8 | 5 | -0.4 | 5 | 0 | 1 | 4
Cc1cccc(-n2c(-c3ccncc3)n[nH]c2=S)c1 | -24 | 4 | 5 | 8 | 0.1 | -4 | 1 | -11 | 39
COc1cc(C(=O)Nc2nc(-c3cccs3)cs2)cc(OC)c1OC | 21 | 1 | 87* | 6 | 0.0 | -4 | -1 | 4 | -30
CCC(=O)N(CCCN(C)C)c1nc(-c2cc(OC)ccc2OC)cs1 | -28 | -3 | 3 | 3 | -0.4 | -3 | 1 | 4 | -9
COc1ccc(N2CC(O)=C(c3nc(-c4ccccc4)cs3)C2=N)cc1 | 5 | 12 | 14 | -5 | -0.1 | -8 | 21 | 5 | -42
Cc1ccc(C)n1-c1nn(S(=O)(=O)c2ccccc2)c2cccc(F)c12 | 14 | / | 6 | -15 | -0.5 | -6 | 22 | 4 | 37
O=C(Nc1ccc(F)cc1F)c1c(C(F)(F)F)ccnc1Oc1cccc(C(F)(F)F)c1 | -18 | 6 | 9 | 2 | 0.2 | -8 | 7 | 2 | 9
COc1cccc(C(=O)C2CCCN(C/C=C/c3ccccc3OC)C2)c1 (stereo not given) | 13 | -22 | 12 | 1 | 0.5 | 16 | 11 | -6 | -11
COc1ccc(-c2csc(Nc3ccc(S(=O)(=O)Nc4cc(OC)nc(OC)n4)cc3)n2)cc1 | -70 | 3 | 13 | 6 | 0.6 | -5 | 1 | -19[fluorescence artefact?] | -68
CCOc1ccc(C(CC(=O)O)NC(=O)c2sc3ccccc3c2Cl)cc1 (stereo not given) | -30 | 6 | 15 | -2[fluorescence artefact?] | 1.9 | -6 | 0 | 2 | 21
Cc1csc(SCC(=O)Nc2cc(S(=O)(=O)N3CCCC3)ccc2Cl)n1 | -14 | -3 | 30 | 4[fluorescence artefact?] | 0.6 | 4 | 1 | 1 | 2
CC1CCN(S(=O)(=O)N2CCC(C(=O)O)CC2)CC1 | -7 | -3 | 6 | 1[fluorescence artefact?] | 2.3 | 1 | 1 | -6 | 20
COc1cc(NC(=O)COC(=O)[C@@H]2CCCN2S(=O)(=O)c2ccc(Cl)cc2)cc(OC)c1OC | -8 | 4 | 24 | -1 | -0.3 | -1 | -2 | 13 | -18
CCOc1ccc(NC(=O)c2ccccc2OCC(=O)c2ccccc2)cc1 | 22 | -2 | 2 | -11 | 0.2 | -1 | 6 | 8 | 26
COc1ccc(CC(C)N2CCN(c3ccccc3OC)CC2)cc1OC (stereo not given) | 10 | 4 | 4 | 0 | 2.2 | -1 | 0 | 16 | 20
O=C(COC(=O)Cc1c(F)cccc1Cl)NCCC1=CCCCC1 | 5 | / | 5 | -2 | / | -5 | -3 | 4[fluorescence artefact?] | 7
CSc1nc(C)c2c(n1)N(c1ccc(O)cc1)CC2 | -33 | -7 | 6 | 2 | 1.5 | -13 | 34 | -10 | -24
CCNc1nc(SC(C)C(=O)OC)nc(N2CCOCC2)n1 (stereo not given) | 15 | -3 | 11&9 | -4 | 1.0 | 2 | -2 | -3 | 31&8
COc1ccc(OCC(=O)Nc2cc3oc4ccccc4c3cc2OC)cc1 | -38 | / | 13 | -4 | 0.5 | -23 | 3 | -8 | 25
NC(=O)C1=C[C@@H](c2coc3ccccc3c2=O)C[C@@H](OCc2ccc(CO)cc2)O1 | 3 | / | / | 2 | 0.1 | -8 | -5 | -1 | -35
O=C(COC(=O)c1nn(-c2ccccc2)c(=O)c2ccccc12)NC1CCS(=O)(=O)C1 (stereo not given) | -26 | 15 | 4 | -1 | 2.8 | 4 | 17 | -3 | 27
CCN1CCN(C(c2cccs2)C(C)NC(=S)Nc2cc(C)ccc2C)CC1 (stereo not given) | 3 | / | 3 | -4 | -0.7 | -4 | 20 | -2 | -38
COc1ccc(CCC(=O)Nc2ccc(C)c(S(=O)(=O)N(C)C)c2)cc1OC | -7 | / | 16 | 2[fluorescence artefact?] | 0.9 | -5 | 4 | 0 | -6
O=C(CCN1C(=O)S/C(=C\c2cccs2)C1=O)Nc1nccs1 | -19 | -2 | 6 | 8 | 4.8 | -7 | 3 | -17 | 6

Sorted by the number under Hck-Nef inh (low to high): some entries from above.
SMILES | Hck-Nef inh
COc1ccc(CC(C)N2CCN(c3ccccc3OC)CC2)cc1OC (stereo not given) | 0
Cc1cccc(-n2c(-c3ccncc3)n[nH]c2=S)c1 | 1
COc1ccc(N2CC(O)=C(c3nc(-c4ccccc4)cs3)C2=N)cc1 | 21

Screens as filed in PubChem BioAssay.
